APJ antag = antagonists of human apelin receptor APJ, primary screen, CHO-K1 cells, beta-arrestin complementation, luminescence; inhibition, % at 20 µM; P35414; 330,000 compounds, 0.32% hits;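 active means inhibition above about 40% at 20 µM, limit read from the data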;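 further: cells challenged with 10 nM apelin-13 agonist together with compound; plate controls were apelin-13 plus DMSO wells for no effect and DMSO wells lacking apelin-13 for full effect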
UBC13 inh = UBC13 polyubiquitin chain formation inhibitors, primary screen, biochemical, TR-FRET, uHTS; inhibition, % at 20 µM; 330,000 compounds, 0.47% hits; AID 485273, 2010; in the data active means inhibition above about 45%, passing the limit was not always enough
Target sequence (P61088 whole entry, looked up): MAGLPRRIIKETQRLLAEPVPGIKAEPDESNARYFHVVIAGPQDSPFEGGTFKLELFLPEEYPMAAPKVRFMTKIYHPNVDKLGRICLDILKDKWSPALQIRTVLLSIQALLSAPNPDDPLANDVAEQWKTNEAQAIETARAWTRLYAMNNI
ATG4B inhibitor = ATG4B protease inhibitors, primary screen, biochemical, fluorescence, uHTS | Cysteine protease ATG4B (Homo sapiens), Q9Y4P1 | ATG4B cleavage of LC3-PLA2, NBD-HPC fluorescence, 1 h | inhibition, % at 8.33 µM | 340,000 compounds, 0.51% hits | AID 504462, 2011; in the data active means inhibition above about 40%
EBI2 antag = EBI2 receptor antagonists, beta-arrestin recruitment, primary screen, cell-based, luminescence, 7a,25-OHC stimulation, uHTS | inhibition, % at 5 µM | 360,000 compounds, 0.81% hits | 7a,25-OHC stimulated; in the data active means inhibition above about 38%;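 further: enzyme fragment complementation signal reports receptor beta-arrestin coupling in cells; 0% = agonist plus DMSO wells and 100% = wells without agonist; some results beyond the cut were filed as inactive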
Target sequence (P32249 whole entry, looked up, the tested form may be a part): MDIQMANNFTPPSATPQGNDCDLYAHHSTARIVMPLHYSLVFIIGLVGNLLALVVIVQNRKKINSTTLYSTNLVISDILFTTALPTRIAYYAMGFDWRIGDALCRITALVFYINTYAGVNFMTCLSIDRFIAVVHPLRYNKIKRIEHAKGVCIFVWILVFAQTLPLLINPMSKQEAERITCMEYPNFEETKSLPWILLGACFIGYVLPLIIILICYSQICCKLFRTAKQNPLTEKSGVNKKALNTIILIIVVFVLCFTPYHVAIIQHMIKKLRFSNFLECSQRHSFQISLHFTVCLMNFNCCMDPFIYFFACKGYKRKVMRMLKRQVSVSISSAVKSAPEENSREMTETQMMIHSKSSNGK
APJ ag = agonists of human apelin receptor APJ, primary screen, CHO-K1 cells, PathHunter beta-arrestin, luminescence | P35414 | 330,000 compounds, 0.11% hits | activation, % at 20 µM | 0% DMSO wells, 100% apelin | AID 2520, 2010;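 active means activation more than six SD over the plate average, tested at 20 µM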;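 further: 0% = DMSO alone and 100% = apelin-13 at 10 nM; some results filed as inactive read as strong as hits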
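Assay system: engineered CHO-K1 APJ arrestin reporter cells; Amount: 1000 CHO-K1 reporter cells seeded per well; Dosing: one dose, 20 µM compound, 1% DMSO; Times: compound stimulation 90 min at 25 °C, detection 60 min; Measured by: luminescent beta-gal fragment complementation, chemiluminescent substrate; Read-out: APJ–arrestin association signal; Controls: DMSO vs Apelin-13 10 nM.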
CCR6 antag = CCR6 receptor antagonists, primary screen, cell-based, CHO-K1, luminescence, beta-arrestin, uHTS. AID 493098, 2011. CHO-K1 CCR6 PathHunter beta-arrestin, CCL20-stimulated. inhibition, % at 20 µM. C-C chemokine receptor type 6 (Homo sapiens), P51684. 340,000 compounds, 0.49% hits;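 active means compounds whose inhibition of the agonist-driven luminescence signal at 20 µM reaches about 50%, limit read from the data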;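 further: cells stimulated with CCL20 at 14 nM final; plate controls were DMSO with CCL20 for no effect and DMSO without agonist for full effect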
Gli-Sufu antag = Gli-Sufu pathway antagonists, primary screen, luciferase luminescence, Sufu-KO-LIGHT cells, uHTS. inhibition, % at 5 µM. 340,000 compounds, 0.74% hits. Sufu-KO-LIGHT fibroblasts, Gli luciferase reporter luminescence. AID 588413, 2011;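 active means inhibition above about 55%, limit read from the data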;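 further: 0% = DMSO-treated cells and 100% = wells with medium but no cells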
CXCR6 inh = CXCR6 receptor inhibitors, primary screen, cell-based, beta-arrestin, luminescence, CHO-K1 PathHunter, 1536-well; C-X-C chemokine receptor type 6 (Homo sapiens), O00574; inhibition, % at 20 µM; 360,000 compounds, 0.36% hits; AID 602244, 2012; in the data active means inhibition above about 34%, passing the limit was not always enough;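 further: antagonist mode with CXCL16 agonist at 10 nM final; 0% = 10 nM CXCL16 with DMSO and 100% = unstimulated wells without agonist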
Target sequence (O00574 whole entry, looked up): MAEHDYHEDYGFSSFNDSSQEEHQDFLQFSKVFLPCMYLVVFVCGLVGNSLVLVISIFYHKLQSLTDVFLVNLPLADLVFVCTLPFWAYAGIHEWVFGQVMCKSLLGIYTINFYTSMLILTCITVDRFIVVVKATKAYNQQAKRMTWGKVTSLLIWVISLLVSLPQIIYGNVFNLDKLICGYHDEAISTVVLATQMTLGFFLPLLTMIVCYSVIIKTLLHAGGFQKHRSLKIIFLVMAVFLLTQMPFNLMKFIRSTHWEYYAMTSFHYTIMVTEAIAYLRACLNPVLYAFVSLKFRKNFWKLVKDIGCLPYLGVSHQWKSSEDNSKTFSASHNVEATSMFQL
Numbers without * were called inactive; · = not tested or not shown. An unsorted share of the library; any-hit rate near 3%.

SMILES,APJ antag,UBC13 inh,ATG4B inhibitor,EBI2 antag,APJ ag,CCR6 antag,Gli-Sufu antag,CXCR6 inh
CC1Sc2ccc(C(=O)OCc3ccccc3Cl)cc2NC1=O (stereo not drawn),2,-4,7,3,1,25,-103,-20
Cc1ccccc1NC(=O)C1=CC=CN2CCS(=O)(=O)N=C12,-14,-2,0,-4,-6,6,-7,4
Cc1nnc(SCC(=O)NCC(=O)Nc2ccc(F)c(F)c2F)n1N,13,-5,-7,-1,-4,7,2,-4
CCOC(=O)N1CCN(C(=O)Cn2nc(-c3ccc(Cl)cc3)ccc2=O)CC1,6,-8,1,-5,2,5,5,-4
CN(Cc1cccc(-n2cccn2)c1)Cc1cn(C)nc1-c1ccccc1F,8,-15,-14,7,-3,17,10,-8
Cc1cccc(OCCCN2C(=O)C(=O)c3cc(C)ccc32)c1,12,1,-1,-7,-5,38,1,19
Cc1cccc(NC(=O)N2CCC(n3nnc4cc(C)ccc43)CC2)c1,6,-2,0,14,-3,8,4,9
O=C(/C=C/c1ccccc1)N1CCOCC1,20,-1,-3,22,-3,3,2,-4
O=C(CN1CCN(c2ccc(O)cc2)CC1)NC(=O)NCc1ccco1,-15,-6,-3,2,-1,0,7,-13
O=C(CNC(=O)c1ccc2c(c1)OCO2)NCc1cccs1,8,1,-2,2,-4,10,5,1
C[C@H](CO)N1C[C@H](C)[C@@H](CN(C)CC2CCCCC2)Oc2c(NC(=O)C3CC3)cccc2C1=O,8,-1,-26,16,-2,12,36,7
O=C(c1ccc(OC2CCN(CCc3ccccc3)CC2)cc1)N1CCCCC1CCCO (stereo not drawn),16,11,-5,-8,1,11,15,0
CCCc1cc(C(=O)Nc2ccc(C(=O)c3ccc(F)cc3)cc2)n(C)n1,-1,8,2,0,2,-6,19,-24
CN(C)[C@@H](CO)c1nnc([C@H](CCC(=O)O)NC(=O)C2CCNCC2)o1,-63,-2,0,-5,-4,4,-1,-4
CCCCCCC(CC(=O)NCc1cccnc1)CC(=O)NCc1cccnc1,7,6,-3,10,-2,13,1,3
O=C(O)c1cc(-c2ccc3c(c2)OCCO3)n[nH]1,-2,6,-8,-8,-1,10,-7,-5
CC(C)c1ccc(NC(=S)N2CCCC2)cc1,16,2,1,1,-1,12,-54,1
CNc1n[nH]c(=S)s1,-3,-3,12,2,-4,-11,-25,-11
Cc1ccc2cc3c(NC(=O)CC(C)C)nn(C)c3nc2c1,-3,-6,-4,14,1,18,6,-5
COc1ccccc1N1CCN(C(=O)CN(Cc2ccc(Cl)cc2)S(C)(=O)=O)CC1,1,-1,-4,1,-5,15,8,-2
CCN1C[C@@H]2[C@@H]3C(=O)N(Cc4ccccc4)C(=O)[C@@H]3[C@](C)(C1=O)N2C(=O)c1ccc(Cl)c(Cl)c1,·,·,-14,-7,·,-2,3,5
NS(=O)(=O)c1ccc(CCNC(=O)CSc2ccc([N+](=O)[O-])cc2)cc1,-24,-14,-2,-10,1,-10,17,-7
Cc1ccc(S(=O)(=O)N(C)c2ccc(OC(=O)COc3ccccc3)cc2)cc1,-9,10,0,-11,-4,14,-7,5
CN1C(=O)C2ON(c3ccccc3)C(c3cccs3)C2C1=O (stereo not drawn),9,5,5,7,2,-2,-6,7
CC(=O)N1CCN(Cc2ccc(Br)s2)CC1,-8,12,-6,3,-5,-6,5,0
Cc1ccc(C(=O)Nc2ccccc2N2CCOCC2)cc1S(=O)(=O)N1CCOCC1,-13,-22,-1,-5,-1,8,0,-8
O=C(NCCCN1CCOCC1)c1ccc(CS(=O)(=O)Cc2ccccc2Cl)o1,2,-5,-7,1,-4,6,10,-9
COc1cc(OC)cc(C(=O)NNC(=O)c2cc(S(=O)(=O)N3CCOCC3)ccc2F)c1,-10,8,-31,1,-2,4,-13,-1
Cc1nnc(-c2ccc(Oc3ccc(C)c(C)c3)c([N+](=O)[O-])c2)o1,-22,2,6,-14,8,-7,-11,-12
CCn1c(NCc2cc(Cl)ccc2O)nc2ccccc21,-1,27,3,14,-1,11,7,8
CN(C)C(N)=NCCC[C@H](N)C(=O)O,6,3,6,3,0,12,-13,3
CCOC(=O)c1c(NC(=O)COC)sc(C(C)=O)c1C,11,4,1,1,-4,-10,-5,2
CC(C)C(=O)Nc1ccc2c(c1)C(=O)N(CCC(=O)O)C2=O,31,11,7,4,-3,7,-11,2
COc1ccc(C)cc1NC(=O)CSc1nnc(COc2ccccc2)n1Cc1ccco1,-22,5,-7,6,-2,21,8,10
O=C(N/N=C\c1ccc(Br)cc1)c1ccc(Cn2cccn2)o1,3,-11,-4,0,-1,16,-17,6
CCSc1nc(C2CC2)cc(-c2ccco2)c1C#N,8,-16,-3,8,-2,15,7,-10
CCOC(=O)Cc1nnc2c(Nc3ccc(Cl)cc3)nc3nonc3n12,1,-7,-16,0,5,2,14,-4
O=S(=O)(c1ccc2ccccc2c1)N1CCN(S(=O)(=O)N2CCCCC2)CC1,34,4,1,3,0,-4,4,-3
COC(=O)CN1C(=O)N/C(=C/c2ccc(C)o2)C1=O,-4,-13,-6,2,-2,4,-1,-2
CCOCCCN1CN(Cc2ccco2)CNC1=S,10,-4,-5,-11,0,6,-10,-2
CC(C)CNS(=O)(=O)c1ccc(S(=O)(=O)N2CCC3(CC2)OCCO3)cc1,-6,6,2,-13,2,14,1,-12
N=c1c2c(-c3ccccc3)c(-c3ccccc3)n(Cc3ccccc3)c2ncn1CCCO,21,20,2,11,-6,13,9,7
O=C(Cn1cc([N+](=O)[O-])cn1)Nc1ccn(Cc2c(F)c(F)c(F)c(F)c2F)n1,-10,-2,18,3,2,14,19,6
Cc1sc(N)c(C(=O)c2ccccc2)c1C,3,-4,-14,-2,-4,-6,-8,-13
O=C(COc1ccccc1/C=C1\SC(=S)NC1=O)Nc1ccc(F)cc1,16,-19,-1,-4,-5,28,22,8
CCc1cc([N+](=O)[O-])cc(CC)c1N,9,-10,-1,-1,1,3,2,8
COc1ccccc1CC(NC(C)=O)C(=O)NC1CCN(C(=O)Nc2ccc(F)cc2)CC1 (stereo not drawn),12,6,-3,-4,1,-5,-27,-1
COc1ccccc1NC(=O)CCCCCN1C(=O)c2cccc3cccc(c23)C1=O,-3,13,-6,8,3,-3,-6,-16
Cc1ccc(OCC(=O)Nc2cc(C(C)(C)C)on2)cc1C,-6,-2,3,-6,2,9,-1,-4
COc1cccc2c1OC1(C)CC2N(C(=O)c2ccco2)C(=S)N1c1ccc(F)cc1 (stereo not drawn),-16,2,-24,0,4,0,12,8
N/C(=N\OC(=O)/C=C/c1ccccc1)c1ccc(Cl)cc1,-19,-7,-14,12,3,3,-2,-24
COc1ccccc1NC(=O)N1CCN(c2ccc3nnc(-c4ccc(F)cc4)n3n2)CC1,14,25,6,15,-4,3,20,-1
N#Cc1ccc(C(=O)Nc2cc(S(=O)(=O)N3CCOCC3)ccc2N2CCCC2)cc1,2,-4,3,4,-4,21,-21,-1
CCn1c(=O)c(=O)[nH]c2cc(C(=O)Nc3ccc(S(=O)(=O)N4CCCC4)cc3)ccc21,16,-9,-3,0,-3,-1,-20,-4
CCOc1ccc(OCC(=O)Nc2cc3c(cc2C(=O)O)OCCCO3)cc1,-7,6,-2,-7,0,-2,17,8
Cc1ccc(F)c(C2=CC(=O)C[C@H](c3ccc(F)cc3)C2)c1,-6,-10,9,0,-4,31,-17,1

More records
SMILES,APJ antag,UBC13 inh,ATG4B inhibitor,EBI2 antag,APJ ag,CCR6 antag,Gli-Sufu antag,CXCR6 inh
Cc1nnsc1C(=O)Nc1ccc(S(=O)(=O)N2CCCC(C)C2)cc1 (stereo not drawn),4,-5,2,-3,2,7,0,-3
Cc1cccc(-c2nc3c(c(SCC(=O)N4CCOCC4)n2)CCCC3)c1,21,11,-16,4,-6,-7,-4,3
O=C(NCc1ccccc1)C12CC3CC(CC(C3)C1)C2,-8,-4,4,0,-1,1,2,-7
COc1cc(-c2csc(N3CCOCC3)n2)cc(OC)c1OC,33,3,-4,-3,-2,5,12,6
CC(C)(C)c1nc(CN2CCOCC2)cc(CN2CCOCC2)c1O,-6,4,1,-9,-2,10,-9,-2
CNC(=O)OCCSCCS(=O)(=O)c1ccc(Cl)cc1,7,-6,-6,-12,1,3,0,4
Cn1c(OCc2ccco2)nc2c1c(=O)n(Cc1ccc(Cl)c(Cl)c1)c(=O)n2C,2,1,-5,2,-4,24,7,5

By substructure, those above containing a furan ring, fused or not
SMILES,APJ antag,UBC13 inh,ATG4B inhibitor,EBI2 antag,APJ ag,CCR6 antag,Gli-Sufu antag,CXCR6 inh
O=C(CN1CCN(c2ccc(O)cc2)CC1)NC(=O)NCc1ccco1,-15,-6,-3,2,-1,0,7,-13
O=C(NCCCN1CCOCC1)c1ccc(CS(=O)(=O)Cc2ccccc2Cl)o1,2,-5,-7,1,-4,6,10,-9
COc1ccc(C)cc1NC(=O)CSc1nnc(COc2ccccc2)n1Cc1ccco1,-22,5,-7,6,-2,21,8,10
O=C(N/N=C\c1ccc(Br)cc1)c1ccc(Cn2cccn2)o1,3,-11,-4,0,-1,16,-17,6
CCSc1nc(C2CC2)cc(-c2ccco2)c1C#N,8,-16,-3,8,-2,15,7,-10
COC(=O)CN1C(=O)N/C(=C/c2ccc(C)o2)C1=O,-4,-13,-6,2,-2,4,-1,-2
CCOCCCN1CN(Cc2ccco2)CNC1=S,10,-4,-5,-11,0,6,-10,-2
COc1cccc2c1OC1(C)CC2N(C(=O)c2ccco2)C(=S)N1c1ccc(F)cc1 (stereo not drawn),-16,2,-24,0,4,0,12,8
Cn1c(OCc2ccco2)nc2c1c(=O)n(Cc1ccc(Cl)c(Cl)c1)c(=O)n2C,2,1,-5,2,-4,24,7,5

Assay outcomes: PubChem, Sanford-Burnham Center for Chemical Genomics
